Assay outcomes (PubChem BioAssay)
hiPSC survival – hiPSC single-cell survival enhancement | ATPlite luminescence; 100% = ROCK inhibitor wells, 0% = DMSO | survival enhancement, % at 20 µM | hit rate 0.044% among 360,000; in the data active means survival enhancement above about 18%;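 further: cells exposed to compounds for 16 hours before the ATP read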
NR2E3 ag-1 – agonists of human nuclear receptor NR2E3. Q9Y5X4. GST-NR2E3/biotin-RetCOR TR-FRET, 1536-well. inhibition of corepressor binding, % at 4.78 µM. hit rate 0.12% among 320,000. AID 2300;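 active means percent inhibition above the cutoff of mean plus 3 SD of all tested compounds, set per screening campaign, cut at about 20% in these data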;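 further: 0% = DMSO wells and 100% = biotin wells as full block of FRET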
Target sequence (Q9Y5X4 whole entry, looked up): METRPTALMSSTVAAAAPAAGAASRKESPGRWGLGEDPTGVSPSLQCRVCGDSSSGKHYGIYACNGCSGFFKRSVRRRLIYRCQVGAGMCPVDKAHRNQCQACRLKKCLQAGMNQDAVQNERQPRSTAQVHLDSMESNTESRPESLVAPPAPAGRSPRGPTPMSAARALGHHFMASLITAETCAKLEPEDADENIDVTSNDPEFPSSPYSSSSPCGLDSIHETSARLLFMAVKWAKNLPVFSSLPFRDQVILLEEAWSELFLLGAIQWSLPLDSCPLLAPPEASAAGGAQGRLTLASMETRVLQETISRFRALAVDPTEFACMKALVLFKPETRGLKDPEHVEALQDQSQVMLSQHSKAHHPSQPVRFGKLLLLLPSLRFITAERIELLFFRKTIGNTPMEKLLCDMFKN
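Test system – NR2E3–RetCOR corepressor complex · Quantity – NR2E3 fusion 1.35 nM · Buffer or medium – Tris pH 7.5 · Incubation – Compound–protein incubation for 5 h at 4 °C · Technique – TR-FRET, Eu(K)-anti-GST donor, streptavidin-D2 acceptor, ex 340, em 617/671 nm · Evaluation – percent inhibition of 671/617 nm emission ratio versus biotin and DMSO controls · Plate – 1536-well format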
HIF-2a block – inhibitors of HIF-2a; 786-0 RCC cells HIF-2a reporter, luciferase luminescence, overnight; inhibition, % at 18.8 µM; hit rate 0.72% among 360,000; AID 624352;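 active means inhibition of the luminescence signal of 40% or more relative to plate controls, in a single-dose primary screen at 18.75 µM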
Peg3 prom inh – inhibitors of Peg3 promoter. HeLa PEG-Prom luciferase reporter, luminescence, overnight. inhibition, % at 20 µM. hit rate 1.7% among 360,000. AID 588405;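 active means inhibition of at least 50% at 20 µM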
PDI inh – inhibitors of human protein disulfide isomerase | P07237 | PDI insulin aggregation turbidity, A650, 90 min | inhibition, % at 10 µM | hit rate 0.052% among 350,000 | AID 588391;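 active means mean inhibition across replicates of 30% or more, whatever share of single replicates reach that level; inconclusive means mean inhibition below 30% while every single replicate reaches 30%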;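 further: absorbance from insulin aggregation driven by PDI reduction with DTT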
Target sequence (P07237 whole entry, looked up): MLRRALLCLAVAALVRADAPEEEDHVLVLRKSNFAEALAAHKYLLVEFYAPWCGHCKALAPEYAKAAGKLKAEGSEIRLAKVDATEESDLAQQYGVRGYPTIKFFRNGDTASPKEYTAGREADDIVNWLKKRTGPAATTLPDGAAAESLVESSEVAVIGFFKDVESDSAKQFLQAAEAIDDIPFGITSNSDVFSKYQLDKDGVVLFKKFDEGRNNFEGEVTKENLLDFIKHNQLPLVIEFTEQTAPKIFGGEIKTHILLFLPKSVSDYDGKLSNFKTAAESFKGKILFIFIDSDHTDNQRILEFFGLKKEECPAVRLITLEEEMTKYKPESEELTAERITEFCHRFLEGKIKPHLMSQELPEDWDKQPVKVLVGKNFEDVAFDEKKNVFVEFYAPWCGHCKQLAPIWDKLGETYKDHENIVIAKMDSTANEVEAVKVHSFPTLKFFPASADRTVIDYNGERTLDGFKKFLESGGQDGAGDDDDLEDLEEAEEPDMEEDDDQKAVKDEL
Vif inh – HIV Vif inhibition | HEK293T cells, Vif self-association by quenched fluorescence, imaging, 24 h | inhibition, % at 7.49 µM | hit rate 0.35% among 340,000 | AID 602346; in the data active means inhibition above about 50%, passing the limit was not always enough; inconclusive means no clear call, values can overlap the other calls; inactive means below about 31%; further: some results filed as inactive read as strong as hits
CaV13 ICDI inh – Disruptors of the CACNA1D IQ motif to Ca2+-dependent inactivation inhibitor domain association, primary screening, Förster resonance energy transfer in intact living …; inhibition, % at 12.3 µM; hit rate 0.098% among 340,000; HEK cells, CFP/YFP FRET ICDI-IQ, plate reader, 10 min; percent FRET-ratio fall versus neutral wells;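 active means mean replicate inhibition of at least 30% and at least 1% of replicates passing that level; inconclusive means only one of the two criteria is met; inactive means neither criterion is met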;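 further: 0% = median of the neutral control wells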
aDG glyco act – alpha-DG glycosylation activation | hit rate 0.22% among 360,000 | Pro5-aDG cells, alpha-DG glycosylation AlphaScreen (IIH6); 0% Pro5, 100% B10-LARGE cell signal | activation, % at 10 µM;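 active means activation of at least 8% versus controls, or a plate z-score of at least 8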;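 further: Pro5 are CHO cells carrying HIG-tagged alpha-DG that lacks glycosylation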
Exocytosis inh – blocks lytic granule exocytosis | hit rate 0.66% among 360,000 | TALL-104 LAMP-1 surface exposure, flow cytometry; cells stimulated with thapsigargin and PMA | AID 651702 | inhibition, % at 10 µM;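 active means inhibition above about 55%, limit read from the data; inconclusive means no clear call, values can overlap the other calls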
NR2E3 ag-2 – activates human NR2E3 receptor. Q9Y5X4. AID 602229. hit rate 0.35% among 360,000. inhibition of corepressor binding, % at 3.98 µM. CHO-S Gal4-NCOR/VP16-NR2E3 two-hybrid, luciferase;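 active means inhibition above the mean of all tested compounds plus 3 SD, cut at about 70% in these data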;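 further: 0% = DMSO with NR2E3 transfected cells and 100% = cells lacking NR2E3 construct; higher means lower luciferase signal from less NR2E3 corepressor binding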
MITF TRPM1 inh – inhibitors of MITF-driven TRPM1 promoter in melanoma cells | SK-MEL-5 TRPM1 promoter luciferase, 24 h | inhibition, % at 12.5 µM | hit rate 0.83% among 330,000 | AID 488899;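 active means mean inhibition across replicates of 60% or more, whatever share of single replicates reaches that level; inconclusive means some that reach 60%, reason not given; inactive means mean inhibition across replicates below 60%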; further: values of inactives mirror those of a sister screen read the other way
* marks the source's active call; other numbers are inactive results; ? = inconclusive; . = no result given.

SMILES	hiPSC survival	NR2E3 ag-1	HIF-2a block	Peg3 prom inh	PDI inh	Vif inh	CaV13 ICDI inh	aDG glyco act	Exocytosis inh	NR2E3 ag-2	MITF TRPM1 inh
COc1ccc(N2C(=O)C(C)C(Cc3ccc(C)cc3)C2=O)cc1 (configuration not stated)	-0.4	-2	-22	-18	16	-8	-2	0.2	-1	-42	3
Cn1c(SCC(=O)Nc2ccc(F)cc2)nnc1-c1cccnc1	1.4	-2	0	18	-11	10	-7	-0.1	1	-29	4
COC(=O)c1c(C)[nH]c(C(=O)COC(=O)Cc2ccc3c(c2)OCCO3)c1C	1.0	2	-6	-9	-41	3	-6	0.3	0	-2	-3
CCOC(=O)N1CCN(C(=O)c2cn(C)c3ccc(S(=O)(=O)N4CCC(C)CC4)cc3c2=O)CC1	1.7	-1	15	10	3	-10	-10	0.3	4	-9	-11
S=C(c1ccccc1)N1CCCC1	1.3	-1	19	10	0	6	-1	0.0	0	-6	-2
COc1ccc2c(c1OC)C(=O)OC2Nc1nc(-c2ccc(-c3ccccc3)cc2)cs1 (configuration not stated)	-3.3	2	-234	-327	-2	-10	-5	-0.3	-2	-103	-38
COc1cc(OC)c(NC(=O)CCc2ccccc2)cc1Cl	-4.8	1	-21	-4	1	-8	-4	0.2	1	7	8
C[n+]1c2n(c3ccccc31)N=C(c1ccc(Br)cc1)CS2	-0.5	-2	8	12	1	-9	-3	-0.2	-4	-35	56
Cn1c(CNc2ccccn2)c(C#N)c2ccccc21	-1.8	7	-2	6	3	15	-4	0.3	-2	-2	11
COc1ccc(C2C(C(N)=O)=C(C)Nc3nc(-c4ccccc4Cl)nn32)c(OC)c1 (configuration not stated)	0.2	3	-4	-5	.	7	-5	0.0	1	-12	2
CC(/C=C/c1ccccc1)=N/NC(=O)c1cc([N+](=O)[O-])cc([N+](=O)[O-])c1	4.1	0	13	51*	-4	-2	-5	0.6	-4	2	46
Cc1ccc(S(=O)ONc2cccc(NOS(=O)c3ccc(C)cc3)c2)cc1 (configuration not stated)	4.3	.	8	11	-3	-10	-6	0.1	-12	-17	.
Cc1nnc(SCC(=O)NNC(=O)c2ccco2)n1-c1ccccc1	0.1	2	17	10	-1	-2	0	0.1	6	-7	-14
O=C(NCc1ccc(Cl)cc1)N1CCc2ccccc2C1	0.3	1	-81	-65	3	-7	-6	0.1	15	-60	-3
O=C(NCc1ccco1)C(c1cccnc1)N(C(=O)Cn1nnc2ccccc21)c1ccccc1 (configuration not stated)	3.9	4	13	13	9	22	.	0.4	1	-1	2
CCOc1ccc(S(=O)(=O)NCCC(=O)NCCc2ccc(C(C)C)cc2)cc1	0.0	1	6	13	2	-2	-6	0.2	1	10	17
CC1(C)Cc2ccccc2-c2nc(NN)[nH]c(=O)c21	0.4	1	36	16	-1	-2	-4	0.0	-7	5	-10
CC(C)COc1ccc(-c2nn(-c3ccccc3)cc2/C=C2/SC(=S)N(CC(=O)O)C2=O)cc1	-0.6	-1	17	16	-2	-1	-3	-0.1	2	-40	12
CC1CCCCC12NC(=O)N(CC(=O)N1CCN(Cc3ccc(C#N)cc3)CC1)C2=O (configuration not stated)	0.1	2	9	-1	4	-16	-3	0.1	-1	18	7
Cc1ccc(OCC(=O)Nc2ccc3c(c2)nc(CCN2CCN(c4ccccn4)CC2)n3C)cc1	4.7	.	19	19	-5	-17	-12	0.9	6	12	.
CC1CC(C)(C)CC2(C1)NC(=O)N(CC(=O)N1CCN(S(=O)(=O)c3ccc(F)c(F)c3F)CC1)C2=O (configuration not stated)	-0.2	.	9	-11	0	10	-6	0.7	5	-9	8
S=C(NCCSCc1ccc(Cl)cc1Cl)Nc1ccccc1	-2.7	4	16	18	6	-1	-3	0.5	4	49	3
CCOc1ccc2ccccc2c1/C=N/NC(=O)CNC(=O)Cc1ccccc1	1.6	3	12	-8	0	-5	7	0.3	-1	-2	3
CC(NC(=O)c1ccccc1)C(c1cccs1)N1CCOCC1 (configuration not stated)	-1.2	6	11	2	.	0	-4	-0.1	-1	13	.
COc1cc(C2C3=C(Nc4ncnn42)c2ccccc2CC3)cc(OC)c1OC (configuration not stated)	-1.2	-2	17	-10	2	31	-6	-0.3	8	5	?
Other results.
SMILES	hiPSC survival	NR2E3 ag-1	HIF-2a block	Peg3 prom inh	PDI inh	Vif inh	CaV13 ICDI inh	aDG glyco act	Exocytosis inh	NR2E3 ag-2	MITF TRPM1 inh
Cc1ccccc1-c1nnn(CC(=O)Nc2ccc3c(c2)OCCO3)n1	-0.1	2	-130	-122	0	-2	3	-0.1	-1	-25	-5
CCN(CC)c1ccc(/C=N/NC(=O)c2ccc3nc[nH]c3c2)cc1	1.3	-2	-32	-10	9	1	-5	0.2	6	0	-11
COc1ccccc1C(=O)COC(=O)CSC(C)C(=O)Nc1cc(C)on1 (configuration not stated)	0.1	2	-1	6	-7	10	-5	0.1	9	-32	-7
Cn1c(Cc2cccs2)nnc1SCC(=O)Nc1ccccc1	-0.3	-1	10	17	0	-2	.	0.2	-4	-4	12
CN(C)S(=O)(=O)c1ccc(NC(=S)NC(=O)C2CCC2)cc1	-0.4	0	12	20	-2	21	.	-0.2	-4	-6	-1
CC(C)(C)OC(=O)N1Cc2cc3ccccc3nc2C1	-0.8	.	-245	-318	-4	-5	-6	0.2	1	-121	.
COc1ccc(N(CC(=O)NC2CCCCC2)C(=O)CNC(=O)c2cccs2)cc1OC	0.0	2	17	15	-7	20	-4	0.0	-4	5	11
O=c1c(Cl)c(N2CCN(S(=O)(=O)c3ccc(F)cc3)CC2)cnn1-c1cccc(Cl)c1	1.0	1	15	5	-2	-20	-5	1.5	0	-21	4
Cc1ccccc1C(=O)Nc1ccccc1C(=O)N/N=C\c1ccco1	0.0	3	-6	16	4	-5	-4	-0.3	-2	22	5
O=C(CSc1nc2cccnc2n1Cc1ccccc1)NC1CCCCC1	-0.1	2	14	9	-2	-1	-4	0.0	0	-17	-5
Cc1nc2nc[nH]n2c(=O)c1NS(=O)(=O)c1ccc(F)cc1	1.5	4	12	16	-3	-2	1	0.2	-1	5	-12
Clc1cccc(CSc2nnc(-c3sccc3-n3cccc3)o2)c1	1.4	2	-12	7	6	-3	.	0.6	-2	8	-3
Cc1ccc(CNc2cc(-c3nn4c(C)nnc4s3)ccc2C)s1	-2.6	1	-21	29	-4	0	-4	0.4	12	-24	14
COC(=O)C1=C(C)N=C2SCCC(=O)N2C1c1ccc(C(=O)OC)cc1 (configuration not stated)	1.6	1	-22	20	-8	12	-2	0.1	-3	-24	9
Nc1nc(OCC2CCCCC2)c2[nH]cnc2n1	-2.4	1	-34	-8	1	-2	-5	0.2	-2	-2	28
O=C1CCC(C(=O)N(Cc2ccco2)C2(C(=O)NC3CCCC3)CCCCC2)N1 (configuration not stated)	8.4	1	14	6	4	26	.	0.1	-2	20	3
COCCNC(=O)c1ccc(C)c(S(=O)(=O)Nc2ccc(C)cc2)c1	0.4	0	5	4	-2	.	-8	-0.2	-2	-2	-9
O=C(N/N=C/c1ccoc1)c1ccc(Br)cc1	0.6	1	-68	-62	-6	6	.	-0.1	-1	-25	-7
COc1cccc(C2=CC(=O)CC(C)(C)C2)n1	0.4	4	12	5	-5	-2	-10	-0.1	-7	-4	1
O=C(NC1CCCc2ccccc21)C1CCN(S(=O)(=O)c2cccc3nsnc23)CC1 (configuration not stated)	-0.4	-3	-3	16	1	3	.	-0.2	0	-22	11
Nc1ccccc1C#Cc1ccc([N+](=O)[O-])cc1	-0.5	0	-293	-334	-7	1	-6	0.0	-2	-139	-95
O=C(Oc1ccc([N+](=O)[O-])cc1)c1ccc2ccccc2n1	-4.2	-1	-53	7	3	.	-8	-0.2	-2	-18	-1
Cc1cc2ncn(S(=O)(=O)N3CCCCC3)c2cc1C	-3.7	4	9	15	3	-3	-5	0.2	1	-4	-3
CCOC(=O)C1=C(COC(=O)/C=C/c2ccc([N+](=O)[O-])cc2)NC(=O)NC1C (configuration not stated)	-0.3	0	-4	-11	1	3	-5	0.5	3	11	.
O=C(CCC(=O)N1CCc2ccccc21)Nc1ccccc1	-1.1	0	3	9	2	8	-4	-0.1	-2	-23	11
CCCCn1c(N)c(N(CCOC)C(=O)c2ccc(Br)o2)c(=O)[nH]c1=O	0.4	4	11	9	6	6	-14	0.0	-10	-3	8
O=C(NCCc1ccc(F)cc1)c1cc2ccccc2oc1=O	0.1	1	-7	-11	-2	-5	.	1.1	-2	0	-7

Among those listed so far, these have two or more sulfur atoms:
SMILES	hiPSC survival	NR2E3 ag-1	HIF-2a block	Peg3 prom inh	PDI inh	Vif inh	CaV13 ICDI inh	aDG glyco act	Exocytosis inh	NR2E3 ag-2	MITF TRPM1 inh
Cc1ccc(S(=O)ONc2cccc(NOS(=O)c3ccc(C)cc3)c2)cc1 (configuration not stated)	4.3	.	8	11	-3	-10	-6	0.1	-12	-17	.
CC(C)COc1ccc(-c2nn(-c3ccccc3)cc2/C=C2/SC(=S)N(CC(=O)O)C2=O)cc1	-0.6	-1	17	16	-2	-1	-3	-0.1	2	-40	12
S=C(NCCSCc1ccc(Cl)cc1Cl)Nc1ccccc1	-2.7	4	16	18	6	-1	-3	0.5	4	49	3
Cn1c(Cc2cccs2)nnc1SCC(=O)Nc1ccccc1	-0.3	-1	10	17	0	-2	.	0.2	-4	-4	12
CN(C)S(=O)(=O)c1ccc(NC(=S)NC(=O)C2CCC2)cc1	-0.4	0	12	20	-2	21	.	-0.2	-4	-6	-1
Clc1cccc(CSc2nnc(-c3sccc3-n3cccc3)o2)c1	1.4	2	-12	7	6	-3	.	0.6	-2	8	-3
Cc1ccc(CNc2cc(-c3nn4c(C)nnc4s3)ccc2C)s1	-2.6	1	-21	29	-4	0	-4	0.4	12	-24	14
O=C(NC1CCCc2ccccc21)C1CCN(S(=O)(=O)c2cccc3nsnc23)CC1 (configuration not stated)	-0.4	-3	-3	16	1	3	.	-0.2	0	-22	11
